# Pin1 inhibitor = blocks the human prolyl isomerase Pin1; 0.009% of 390,000 active; Q13526; Potency, µM (titrated, usually from 115 µM), inactives show at the highest dose activity, negative = inhibition, actives largely listed as inhibitors; AID 504891; Pin1 FP peptide displacement, HiFluor488, 10 min; active = well fitted inhibition curve with a large enough effect in the polarisation, with a control signal flat, not every such curve was filed as active; inconclusive = small, poorly fitted or top-dose-only effect, or effect the other way, or a change in a side signal; inactive = no such curve, though single readings can be large or run the other way; the % refers to the polarisation; note: % is set by controls: 0 for no effect and ±100 for the full control effect
# JMJD2A Tudor inh = blocks the human JMJD2A Tudor domain. 4.4% of 390,000 active. Potency, µM (highest dose often 114 µM), for the others: top-dose activity change, negative = inhibition, most hits filed as inhibitors. AlphaScreen JMJD2A-Tudor / H3K4me3 peptide binding. O75164. AID 504339; note: % is set by controls: 0 for no effect and ±100 for the full control effect; nearly all actives have a fitted effect of over 50% in size
# rTrxR1 inhibitor = inhibitors of rat thioredoxin reductase 1; O89049; recombinant rTrxR1, NADPH fluorescence consumption, selenite substrate; Potency, µM (series often up to 114 µM), without a hit: at the top dose activity change, negative = inhibition, usual class: inhibitors; 1% of 390,000 active; note: % is set by controls: 0 for no effect and ±100 for the full control effect; nearly all actives have a fitted effect of over 65% in size
#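 Rat TrxR1 (90 nM in the dispensed reagent) was pre-reduced with 400 uM NADPH for 5 min at room temperature, then incubated with compound for 15 min. After 400 uM selenite was added, NADPH fluorescence (Ex 340/Em 450 nm) was followed for 8 min.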
# HP1b binding inh = blocks HP1-beta chromodomain binding to methylated histone tails. 0.56% of 390,000 active. Potency, µM (titrated, usually from 114 µM), for the others: at the highest dose activity change, negative = inhibition, usual class: inhibitors. AlphaScreen HP1-beta / biotin-H3K9me3 peptide binding. P83916. AID 540317; note: nearly all actives have a fitted effect of over 70% in size; inactives centre near 23
# Target sequence (P83916 whole entry, looked up): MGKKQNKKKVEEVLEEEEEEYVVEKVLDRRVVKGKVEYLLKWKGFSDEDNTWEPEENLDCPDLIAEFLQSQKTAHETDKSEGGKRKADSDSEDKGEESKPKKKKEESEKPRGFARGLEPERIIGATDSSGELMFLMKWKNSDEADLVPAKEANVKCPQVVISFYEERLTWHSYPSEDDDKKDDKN
#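 HP1-beta protein (50 nM final) preincubated 30 min at room temperature with biotinylated H3(1-18)K9me3 peptide (50 nM) in PBS pH 7.4, 0.01% Tween-20, then compound added for 30 min. AlphaScreen streptavidin donor/nickel chelate acceptor beads (10 ug/mL final), 30 min dark, luminescence read.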
# 12-LOX inh = inhibitors of human 12S-lipoxygenase ALOX12 | purified 12hLO, xylenol orange hydroperoxide absorbance | Potency, µM (highest dose often 108 µM), without a hit: at the top dose activity change, negative = inhibition, hits mostly inhibitors | P18054 | 1.1% of 580,000 active | AID 1671190; note: % is set by controls: 0 for no effect and ±100 for the full control effect
# Target sequence (P18054 whole entry, looked up): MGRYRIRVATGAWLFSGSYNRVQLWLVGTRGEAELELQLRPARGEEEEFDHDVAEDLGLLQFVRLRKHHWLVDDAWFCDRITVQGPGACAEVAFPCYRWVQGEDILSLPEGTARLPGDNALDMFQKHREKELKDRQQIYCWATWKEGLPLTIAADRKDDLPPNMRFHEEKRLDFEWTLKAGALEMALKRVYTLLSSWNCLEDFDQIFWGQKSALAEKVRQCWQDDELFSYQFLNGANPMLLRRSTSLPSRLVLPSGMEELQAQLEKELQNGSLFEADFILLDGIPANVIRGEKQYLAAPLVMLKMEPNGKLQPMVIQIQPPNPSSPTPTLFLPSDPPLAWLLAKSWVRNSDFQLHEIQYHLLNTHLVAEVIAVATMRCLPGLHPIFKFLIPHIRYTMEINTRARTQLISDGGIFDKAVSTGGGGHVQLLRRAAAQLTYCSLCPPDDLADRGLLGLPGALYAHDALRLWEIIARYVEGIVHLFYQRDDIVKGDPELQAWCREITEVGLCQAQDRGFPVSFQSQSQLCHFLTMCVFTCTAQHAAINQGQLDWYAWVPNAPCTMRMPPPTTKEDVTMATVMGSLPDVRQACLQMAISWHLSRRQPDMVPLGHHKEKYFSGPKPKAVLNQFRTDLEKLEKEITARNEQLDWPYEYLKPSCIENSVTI
#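 Hydroperoxide product was detected by ferrous iron/xylenol orange as the 573 to 405 nm absorbance ratio. Arachidonic acid at 40 uM (final) was turned over for 30 min at room temperature by 150 nM human 12hLO, pH 7.0 Hepes buffer, after 15 min compound preincubation.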
# PGK inhibitor = blocks T. brucei phosphoglycerate kinase; P07378; PGK/GAPDH coupled, Kinase-Glo luminescence, 60 min; Potency, µM (highest dose often 57.5 µM), for the others: top-dose activity change, negative = inhibition, most hits filed as inhibitors; 0.043% of 380,000 active; AID 602233; note: % is set by controls: 0 for no effect and ±100 for the full control effect; nearly all actives have a fitted effect of over 60% in size
#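 Recombinant glycosomal PGK reaction used 1,3-bisphosphoglycerate generated in-well by GAPDH (100nM final) in 100mM TEA pH 7.6, 5mM MgCl2, 0.01% Tween-20. After 60 minutes at room temperature, ATP was read by Kinase-Glo Plus luminescence end-point.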
# GLS inhibitor = blocks human kidney-isoform glutaminase activity. AID 624170. O94925. GLS enzymatic activity, qHTS titration. Potency, µM (highest dose often 45.5 µM), without a hit: at the top dose activity change, negative = inhibition, usual class: inhibitors. 0.21% of 410,000 active; note: % is set by controls: 0 for no effect and ±100 for the full control effect
#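 Read-out is an Amplex red fluorescence increase coupled through glutamate oxidase and HRP, measured before and after 30 min room-temperature incubation. hKGA is in 45 mM KH2PO4 (pH 8.2) with 0.02% Tween-20; glutamine added as 1mM solution.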
# RGS4 inh = blocks human RGS4-accelerated GTP hydrolysis; P49798; Transcreener GDP fluorescence polarization, RGS4-accelerated GTP hydrolysis; Potency, µM (series often up to 114 µM), for the others: at the highest dose activity change, negative = inhibition, hits mostly inhibitors; 0.039% of 390,000 active; note: % is set by controls: 0 for no effect and ±100 for the full control effect; nearly all actives have a fitted effect of over 75% in size; some results filed as inactive show a strong effect at the top dose
# Target sequence (P49798 whole entry, looked up): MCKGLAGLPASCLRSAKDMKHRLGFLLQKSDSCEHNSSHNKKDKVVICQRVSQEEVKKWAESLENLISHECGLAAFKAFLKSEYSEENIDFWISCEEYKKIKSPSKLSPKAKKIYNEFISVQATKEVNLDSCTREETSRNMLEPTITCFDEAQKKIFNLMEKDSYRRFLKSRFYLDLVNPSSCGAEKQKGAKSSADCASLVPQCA
#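 MLSMR compounds (23 nl, pin-transferred) preincubated 10 min at room temperature with a 500nM (2x) first reagent, then RGS4 at 900nM (2x) plus Transcreener GDP mix added; fluorescence polarization (620/688 nm) read before and after 90 min at 30 °C.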
# ERG-DNA inh = blocks human ERG Ets domain binding to DNA. Potency, µM (highest dose often 76.9 µM), without a hit: top-dose FP activity, negative = inhibition, most hits filed as inhibitors. P11308. 0.028% of 370,000 active. fluorescence polarization, His-ERG Ets domain / labelled DNA. AID 624246; active = well fitted inhibition curve with a large enough effect in the polarisation, with a control signal flat; inconclusive = small, poorly fitted or top-dose-only effect, or effect the other way, or a change in a side signal; inactive = no such curve, though single readings can be large or run the other way; the % refers to the polarisation;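 note: polarization taken with two DNA probes labelled with fluorescein and Texas red; % of control where 0% means no effect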
#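 His-tagged ERG Ets domain (1 uM in the protein solution; 300mM KCl, 50mM Tris-HCl, 1mM EDTA, 1mM DTT, pH 7.5) received compound, then a probe mix of 5 nM fluorescein-DNA and 100nM Texas-615-DNA. Fluorescence polarization was read for both dyes.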
# * = called active by the depositor; i = inactive; ? = inconclusive; nt = no result given; & = joins results of further samples; [ ] = dose if it differs, or a comment. Unless noted, calls come from the whole dose curve; as a rule, active = well fitted curve in the direction sought with a large enough effect; inconclusive = small, poorly fitted or top-dose-only effect, or another doubt; inactive = no such curve, though single readings can be large; an effect the other way counts as inactive or inconclusive. Potency is the fitted concentration of half-maximal effect. The list is partial, so the mix of outcomes need not match the whole.
SMILES,Pin1 inhibitor,JMJD2A Tudor inh,rTrxR1 inhibitor,HP1b binding inh,12-LOX inh,PGK inhibitor,GLS inhibitor,RGS4 inh,ERG-DNA inh
CCCCNC(=O)C1=C(N)C(C(=O)Nc2ccc(C)c(S(=O)(=O)N3CCCCC3)c2)SC1=Nc1ccc(C)cc1C (stereo not given),-9%,?,1%,5%,-34%,-4%,0%,-8%,-9%
CC(=O)N(C)c1nc(-c2ccc(Cl)cc2)cs1,-2%,-8%,-18%[57.1 µM],24%,19%,nt,17%,29%,nt
Cc1cc(C(=O)NCc2ccccc2Br)no1,-6%,-8%,12%,17%,-4%,2%,3%,-8%,2%
O=C(/C=C/c1ccccc1)c1ccc2c(c1)OCO2,6%,22%,-21%,72%[activator],140%[activator],-22%,-3%,-12%,4%
CCN(CC)C(C(=O)Nc1ccc2c(c1)OCO2)c1ccccc1 (stereo not given),-4%,-11%,-17%,18%,1%,-3%,18%,20%,12%
O=C(CCCCCCCC(=O)c1ccccc1)c1ccccc1,-2%,288%[activator],30%,161%[activator],5%,-8%,-4%,0%,13%
Cc1ccc(-c2nc3cc(Cl)ccc3o2)cc1,-7%,10%,15%,25%,0%,-2%,1%,15%,-4%
CCOCCCNC(=O)c1oc2ccc(S(=O)(=O)N3CCOCC3)cc2c1C,-5%,-7%,23%[57.1 µM],14%,-8%,i,-5%,-18%,0%
Cc1ccc2c(c1)-c1nc(-c3ccc4c(c3)NC(=O)CO4)cc(-c3ccccc3)c1CO2,13%,-17%,38%[activator],17%,0%,-4%,4%,13%,5%
CC(C)C(C)NC(=O)COc1ccc(-c2ccccc2)cc1 (stereo not given),-13%,-4%,13%,85%[activator],22%,i,-2%,-43%,-1%

# Next section; it opens with the two that closed the last part.
SMILES,Pin1 inhibitor,JMJD2A Tudor inh,rTrxR1 inhibitor,HP1b binding inh,12-LOX inh,PGK inhibitor,GLS inhibitor,RGS4 inh,ERG-DNA inh
Cc1ccc2c(c1)-c1nc(-c3ccc4c(c3)NC(=O)CO4)cc(-c3ccccc3)c1CO2,13%,-17%,38%[activator],17%,0%,-4%,4%,13%,5%
CC(C)C(C)NC(=O)COc1ccc(-c2ccccc2)cc1 (stereo not given),-13%,-4%,13%,85%[activator],22%,i,-2%,-43%,-1%
COc1ccc(CN2CCNC(=O)C2CC(=O)NCc2cnn(C)c2)cc1OC (stereo not given),-9%,-16%,-15%,84%[activator],-1%,-8%,-6%,-5%,5%
Cc1ccccc1NC(=O)COC(=O)c1ccc2c(c1)OCCO2,-3%,-1%,10%,22%,-4%,5%,-8%,3%,-16%
Cc1nc(SCC(=O)NCC2CCCO2)c2c3c(sc2n1)CCC3 (stereo not given),-6%,-6%,4%,22%,-25%,-8%,-1%,-7%,-5%
CCN1C(=O)[C@H]2[C@@H](c3ccc(Cl)cc3)N3C(=O)CN(CC4CC4)C(=O)[C@@]3(C)[C@H]2C1=O,10%,-1%,12%,33%,8%,9%,-3%,-18%,-5%
COc1ccccc1N1CCN(S(=O)(=O)CCNC(=O)C2CC(=O)N(c3ccccc3)C2)CC1 (stereo not given),-3%&-1%,-10%&-3%,4%,12%,?,-2%&6%,0%&1%,-8%&-21%,-7%&4%
COc1ccc(C(=O)NC(=S)NCc2ccccc2)cc1OC,?,?,?,6%,16µM*,2%,0%,-41%,-1%
CN(C)S(=O)(=O)c1ccc(C(=O)NNC(=O)C23CC4CC(CC(C4)C2)C3)cc1,-12%,-2%,12%,22%,383%[activator],6%,5%,-3%,10%[15.4 µM]
CCc1ccc(CNC(=O)Cc2ccc(NC(=O)N3CCSc4ncccc43)cc2)cc1,8%,-15%,18%,40%[activator],?,i,-2%,-12%,-3%
Cc1ccc(-n2ncc3c(N4CCN(C)CC4)ncnc32)cc1Cl,1%,-29%,0%[57.1 µM],43%[activator],-3%,-5%,-5%,7%,4%
COCCn1c(SCC(=O)Nc2cc(C)on2)nc2ccccc21,-9%,-11%,16%[57.1 µM],18%,-2%,-10%,7%,11%,11%
O=C(O)c1ccc(N2C(=O)/C(=C\c3ccccc3)N=C2c2ccccc2)cc1,7%,-1%,-9%,49%[activator],-16%,-3%,10%,-10%,20%
COc1cc(C)ccc1OCCOCCN(C)Cc1ccccc1,0%,3.2µM*,-8%,?,-30%,i,2%,26%,-13%
Cc1c(OCC(=O)N2CCC(C(N)=O)CC2)ccc2c3c(c(=O)oc12)CCCC3,5%,-19%,-12%,13%,32%[activator],2%,7%,13%,-1%
CCOC(=O)C1=C(c2ccccc2)NC(SC)=C(C#N)C1c1cccnc1 (stereo not given),1%,-5%,9%,24%,-7%,-9%,-11%,-3%,-11%
O=C(Nc1ccc(S(=O)(=O)N2CCOCC2)cc1)c1cc(S(=O)(=O)N2CCOCC2)ccc1Cl,2%,-14%,8%,22%,11%,0%,-2%,-29%,13%
Clc1ccc(SCc2cc(-c3ccccc3)no2)cc1,0%,4%,13%[57.1 µM],52%[activator],-13%,-16%,2%,-18%,0%
O=C1c2ccccc2C(=O)N1CCSc1n[nH]c(=S)s1,-1%,18µM*,-16%,?,?,2%,13%,-45%,13%
COCCOC(=O)c1cc(C(=O)c2cc(F)ccc2O)coc1=N,?,-11%,-8%,44%[activator],6%,3%,-3%,-18%,2%
COc1ccc(Cn2nnnc2C(c2cc(OC)ccc2OC)N2CCC(C(N)=O)CC2)cc1 (stereo not given),-6%,-8%,10%[57.1 µM],24%,0%,-9%,-4%,-15%,-3%
O=C(CN(CC1CCCO1)C(=O)CNS(=O)(=O)c1ccc(F)cc1)NCc1ccc(F)cc1 (stereo not given),0%,-4%,5%,16%,-6%,11%,11%,14%,-5%
C[C@H]1CN(S(=O)C(C)(C)C)[C@H](CCO)/C1=C\c1ccccc1 (stereo not given in full),8%,-16%,12%,25%,8%,0%,2%,11%,32%[activator]
COc1ccccc1CNC(=O)C1CC(c2ccc([N+](=O)[O-])cc2)=NO1 (stereo not given),-3%,-17%,2%,22%,-31%,-8%,3%,0%,-7%
COc1ccc(C(=O)COC(=O)CNC(=O)c2cccc(OC(F)F)c2)cc1,-2%,-16%,23%,50%[activator],-5%,-9%,-16%,15%[56.9 µM],10%
COc1ccccc1NS(=O)(=O)c1cc(NC(=O)c2cc3ccccc3oc2=O)ccc1C,9%,-9%,4%,25%,-17%,i,3%,-12%,-3%
O=C(O/N=C1/CCSc2ccccc21)c1ccc(F)cc1,8%,23%,0%,81%[activator],-16%,-6%,0%,-26%,-2%
CC1CCN(c2nncc3ccccc23)CC1,-1%,2%,7%,37%[activator],0%,-6%,3%,6%,1%
O=C(O)c1ccc(/C=C/c2nc3ccccc3c(=O)[nH]2)cc1,-10%,-1%,-11%,16%,-8%,-5%,8%,11%,-2%
Cc1csc(NC(=O)CS(=O)(=O)c2ccccc2)n1,0%,-8%,-3%,47%[activator],-3%,-3%,-3%,-14%,-5%
O=C(NCc1cccnc1)C1CC2c3ccccc3C1c1ccccc12 (stereo not given),-1%,-10%,3%,7%,0%,-2%,0%,31%,1%
CCCC(c1nnnn1CCOC)N(Cc1cc2cc(C)c(C)cc2[nH]c1=O)CC1CCCO1 (stereo not given),-5%,-17%,7%,-5%,?,-10%,-1%,9%,0%
CCOc1ccc(C2CC(=O)NC(NC(=O)c3cccc(Cl)c3)=N2)cc1 (stereo not given),-11%,-10%,12%,8%,3%,-9%,-2%,-16%,-3%
CC(=O)OC1COC(OC(C)=O)CO1 (stereo not given),-8%,-6%,5%,39%,-7%,i,-1%,1%,-4%
Cc1ccccc1-c1nc(CS(=O)(=O)CC(=O)NCc2ccco2)c(C)o1,-9%,-21%,?,32%,-2%,i,-4%,9%[11.4 µM],-2%
CC(CC(=O)Nc1nnc(C(C)(C)C)s1)c1ccccc1 (stereo not given),-1%,-17%,30%,9%,-9%,-2%,-2%,-50%,8%
CN1CC=C2C(C#N)=C(N)C(C#N)(C#N)[C@H](c3ccoc3)[C@H]2C1,?,-5%[57.1 µM],5%[57.1 µM],33%,nt,-2%,-2%,-4%[11.4 µM],-19%
CCOC(=O)N1CCC(=NNc2nc(C)cc(=O)[nH]2)CC1,2%,-4%,7%,31%,5%,-4%,-13%,7%,6%
CCCN1C2CCCC1CC(NC(=S)Nc1ccc(OC)cc1)C2 (stereo not given),-7%,-9%,15%,37%,-13%,-17%,21%,5%,-5%
Cc1ccc(CSc2nc(N)cc(N)n2)cc1,8%,-14%,-51%,9%,0%,-3%,7%,-4%,-2%
Cc1noc(C)c1NC(=O)N(C)C[C@@H]1Oc2ccc(NC(=O)C3CCCCC3)cc2C(=O)N([C@@H](C)CO)C[C@H]1C,-10%,-23%,-4%[57.1 µM],27%,7%,i,1%,4%,-6%
Cc1cc(C)cc(NS(=O)(=O)c2cccs2)c1,-6%,-7%,3%,15%,-16%,12%,11%,21%,-11%
Nc1cccc2c1C(=O)N(C(=O)c1cccc(S(=O)(=O)N3CCCCCC3)c1)C2=O,?,9%,-3%,62%[activator],0%,-9%,51%[activator],9%,-4%
CCOC(=O)c1c(NC(=O)CC2SC(N)=NC2=O)sc2c1CCC(C)C2 (stereo not given),1%,?,6%,-18%,4%,-7%,6%,6%,1%
Cc1cccc(-c2nnc(SCCC(=O)N3CCOCC3)o2)c1,-2%,-11%,-5%,36%,-8%,-4%,7%,32%,-5%
